Screening data (PubChem)
Caspase-1 inhib – blocks human caspase-1 allosterically or competitively; P29466; Caspase-1 enzyme, Ac-WEHD-AFC fluorogenic rate; Potency, µM (series often up to 57.5 µM), inactives show at the top dose activity change, negative = inhibition, most hits filed as inhibitors; 75,000 tested, 0.03% active;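 also: potency is read from the fitted curve at half-maximal effect; plate controls were vehicle for no effect and no substrate for full effect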
Casp7 inh – blocks human caspase-7 allosterically or competitively | P55210 | recombinant caspase-7, Ac-DEVD-AFC fluorescence rate | Potency, µM (doses to about 57.5 µM), without a hit: at the top dose activity change, negative = inhibition, hits mostly inhibitors | 75,000 tested, 0.02% active; active = well fitted inhibition curve with a large enough effect in the main read-out, with a control signal flat, not every such curve was filed as active; inconclusive = small, poorly fitted or top-dose-only effect, or a change in a side signal; also: potency is read from the fitted curve at half-maximal effect; % of control where 0% means no effect
Target sequence (P55210 24-198 limits assumed): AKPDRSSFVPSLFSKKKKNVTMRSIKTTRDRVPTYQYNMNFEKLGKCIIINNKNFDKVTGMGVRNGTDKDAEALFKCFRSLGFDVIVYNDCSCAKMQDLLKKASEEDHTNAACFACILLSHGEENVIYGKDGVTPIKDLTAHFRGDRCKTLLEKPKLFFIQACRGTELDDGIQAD
Target sequence (P55210 207-303 limits assumed): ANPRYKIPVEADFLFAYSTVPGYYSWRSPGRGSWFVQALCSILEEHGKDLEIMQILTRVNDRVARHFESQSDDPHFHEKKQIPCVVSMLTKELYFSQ
A350 fluor – compound fluoresces in the Alexa 350 spectral region; Compound autofluorescence, 340/450 nm, Alexa 350 dye-equivalents; stronger effect = higher value; max dye-equivalent concentration, M; 59,000 tested, 11% active; in the data active = max dye-equivalent concentration above about 10 nM; inconclusive = mostly about 1.1 nM to 9.6 nM
HEK293 cAMP cs – counter-screen for TSHR agonists: cAMP increase in parental HEK293; parental HEK293 CNG cAMP sensor, membrane potential fluorescence; AID 938; 73,000 tested, 2.5% active; Potency, µM (top dose mostly 57.1 µM), for inactives: at the top dose activation, actives largely listed as activators; also: potency is read from the fitted curve at half-maximal effect; % of control where 0% means no effect; nearly all actives have a fitted effect of over 55% in size
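Parental HEK 293 cells stably expressing a modified CNG channel (no TSHR) report cAMP rise as membrane depolarization. Membrane potential dye with 100 uM RO 20-1724 was loaded for 60 min at room temperature, then compound added for 30 min; fluorescence read at 590 nm.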
Fluorescein fluor – compound autofluorescence in fluorescein spectral region | 59,000 tested, 0.91% active | max fluorescein-equivalent concentration, M | Compound autofluorescence, 480/540 nm, fluorescein-equivalent; stronger effect = higher value; in the data active = max fluorescein-equivalent concentration above about 10 nM; inconclusive = between about 1.1 nM and that limit
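Values reflect compound autofluorescence, normalized to fluorescein on the same plate and reported at each tested concentration. Conditions: 100 mM Tris pH 8.0, room temperature, 15 min, excitation 480 nm, emission 540 nm.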
Rhodamine fluor – compound fluoresces in the rhodamine spectral region | Rhodamine-region fluorescence, 547/598 nm, Tris buffer; stronger effect = higher value | max dye-equivalent concentration, M | 59,000 tested, 0.05% active | AID 594; in the data active = max dye-equivalent concentration above about 11 nM; inconclusive = between about 1.1 nM and that limit
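Read-out is relative fluorescence at 547 nm excitation and 598 nm emission, expressed as dye-equivalent concentration using rhodamine standards on every plate. Each compound was profiled across a concentration series after 15 min in 100 mM Tris, pH 8.0.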
USP2a inh – USP2a (human) protease inhibition | O75604 | USP2a enzymatic assay, qHTS inhibition | Potency, µM (doses to about 38.3 µM), for inactives: at the top dose activity change, negative = inhibition, usual class: inhibitors | 60,000 tested, 0.1% active | AID 927;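 also: potency is read from the fitted curve at half-maximal effect; nearly all actives have a fitted effect of over 60% in size; plate controls were DMSO for no effect and NEM full inhibition control for full effect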
Target sequence (O75604 whole entry, looked up): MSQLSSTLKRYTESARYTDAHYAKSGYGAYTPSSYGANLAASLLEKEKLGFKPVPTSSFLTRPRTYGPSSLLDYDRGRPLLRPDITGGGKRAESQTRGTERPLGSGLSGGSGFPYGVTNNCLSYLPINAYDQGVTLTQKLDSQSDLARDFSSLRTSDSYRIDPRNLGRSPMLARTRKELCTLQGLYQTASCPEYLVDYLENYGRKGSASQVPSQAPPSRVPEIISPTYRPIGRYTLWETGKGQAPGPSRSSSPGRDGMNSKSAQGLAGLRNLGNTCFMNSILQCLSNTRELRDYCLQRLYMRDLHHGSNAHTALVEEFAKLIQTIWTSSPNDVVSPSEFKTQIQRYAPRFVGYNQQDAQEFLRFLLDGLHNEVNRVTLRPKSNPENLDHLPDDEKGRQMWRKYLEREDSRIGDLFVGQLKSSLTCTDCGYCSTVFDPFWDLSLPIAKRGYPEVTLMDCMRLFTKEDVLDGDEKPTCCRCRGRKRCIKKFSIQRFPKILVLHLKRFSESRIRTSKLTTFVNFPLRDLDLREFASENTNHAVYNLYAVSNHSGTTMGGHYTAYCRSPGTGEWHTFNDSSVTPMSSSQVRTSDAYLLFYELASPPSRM
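USP2 core (20nM final) preincubated 30 min RT with compound, then Ub-PLA2 20nM and NBD C6-HPC 20uM final added; buffer 20mM Tris-HCl pH 8.0, 2mM CaCl2. Fluorescence Ex 460/Em 535 read at 0 and 2.5 h; normalized to NEM.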
BRCT inh red – inhibitors of human BRCA1 BRCT-phosphoprotein interaction (red fluorophore). 75,000 tested, 0.03% active. Potency, µM (highest dose often 76.9 µM), for inactives: top-dose activity change, negative = inhibition, usual class: inhibitors. BRCT-phosphopeptide binding, red fluorescence polarization. P38398; also: % is scaled to controls: 0 for no effect and ±100 for the full control effect
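Fluorescence polarization: 100 nM His-tagged BRCA1 BRCT with 100 nM TAMRA-labelled phospho-BACH1 decapeptide, phosphate buffer pH 7.3 with 150 mM NaCl, DTT, 0.01% Tween 20; 12 min RT. Binding inhibition seen as FP decrease.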
TexasRed autofl – compound fluoresces in the Texas Red spectral region | Compound fluorescence, Texas Red channel, 547/618 nm; stronger effect = higher value | max dye-equivalent concentration, M | 59,000 tested, 0.06% active | AID 587; in the data active = max dye-equivalent concentration above about 10 nM; inconclusive = between about 1.1 nM and that limit
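Compound fluorescence was read after 15 min at room temperature in 100 mM Tris, pH 8.0, using 547 nm excitation and 618 nm emission across a concentration series. It was expressed as Texas Red dye-equivalent concentration from an on-plate standard curve.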
BRCT inh green – inhibitors of human BRCA1 BRCT-phosphoprotein interaction (green fluorophore) | P38398 | BRCA1 BRCT-phosphopeptide binding, green fluorescence polarization | Potency, µM (top dose mostly 76.9 µM), for the others: top-dose activity change, negative = inhibition, actives largely listed as inhibitors | 75,000 tested, 0.05% active;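 also: potency is read from the fitted curve at half-maximal effect; plate controls were peptide without protein for full effect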
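Fluorescence polarization: His-tagged BRCT (~35 kDa BRCA1 C-terminus, 250 nM) bound to 100 nM fluorescein-labeled phosphorylated 10-aa BACH1 peptide, pH 7.3 phosphate buffer with DTT and Tween 20. Compounds incubated 12 min at room temperature; inhibition read as lowered polarization.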
4MU fluor – 4-MU region autofluorescence; compound autofluorescence, 340/450 nm, 4-MU equivalents; stronger effect = higher value; max dye-equivalent concentration, M; 59,000 tested, 11% active; AID 589; in the data active = max dye-equivalent concentration above about 10 nM; inconclusive = mostly about 1.1 nM to 9.6 nM
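Intrinsic fluorescence at 340/450 nm (ex/em) was read after 15 min at room temperature in pH 8.0, 100 mM Tris. Each compound concentration expressed as 4-MU-equivalent concentration from a six-point 4-MU standard series on each plate.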
* hit, by the source's call; i = inactive; ? = inconclusive; . = no result given; & = joins results of further samples; [ ] = dose if it differs, or a comment. Unless noted, calls follow the shape of the dose curve; as a rule, active = well fitted curve in the direction sought with a large enough effect; inconclusive = small, poorly fitted or top-dose-only effect, or another doubt; inactive = no such curve, though single readings can be large; an effect the other way counts as inactive or inconclusive. Only part of the results is shown (hit frequency here may not be typical).

Under each structure: Caspase-1 inhib, Casp7 inh, A350 fluor, HEK293 cAMP cs, Fluorescein fluor, Rhodamine fluor, USP2a inh, BRCT inh red, TexasRed autofl, BRCT inh green, 4MU fluor
C(=N\n1cnnc1)/c1cccc(Oc2ccccc2)c1
 : ., ., i, ., i, i, ., ., i, ., i
CN1CCN(CCCNC(=O)C2CC(=O)N(C3CCCCC3)C2)CC1 (stereo unspecified)
 : -2.1%, -1.6%, i, 3.2%, i, i, -0.9%, -1.3%, i, -1.9%, i
O=C(C1Cc2ccccc2CN1S(=O)(=O)c1cccs1)N1CCCCCC1 (stereo unspecified)
 : -0.6%, -0.3%[0.00368 µM], ?, 28.9%, ?, i, 1.5%, -0.1%, i, -0.2%, i
O=C1CCN(C(=O)c2ccccc2)C2CCCCC12 (stereo unspecified)
 : 0.6%, -0.3%, ., 14.2%, ., ., ., 0.2%, ., -3.9%, .
CCc1ccc2nc(SCC(=O)N(CC)CC)c(C#N)cc2c1
 : -4.6%, -4.4%, 3.37e-08M*, ?, i, i, 0.9%, -1.1%, i, 1.8%, 2.89e-08M*
O=C(O)CSC1CC(=O)N(c2cccc(Cl)c2)C1=O (stereo unspecified)
 : 0.7%, 0.1%, i, -0.2%, i, i, -4.0%, 0.5%, i, -0.2%, i
CCCCCn1c(SCCC(C)C)nc2c1c(=O)[nH]c(=O)n2C
 : -1.9%, -1.5%, i, ?, i, i, -4.7%, -1.6%, ?, -2.3%, i
CC[C@]1(c2ncc[nH]2)Cc2ccccc2O1
 : -1.3%, 0.4%, ., ?, ., ., ., 0.0%, ., -0.7%, .
C#CCOC(=O)CCC(=O)NCCc1ccccc1
 : -0.6%, 0.2%, ., 3.5%, ., ., -0.1%, -0.4%, ., -4.0%, .
C/C(=C\c1ccc(C(=O)O)cc1)c1ccc2c(c1)C(C)(C)CCC2(C)C
 : 1.2%, -3.7%, i, -1.9%&4.6%, ?, i, 12.8%, -3.3%, i, -4.5%, i
COc1ccc2nc(NC(=O)Cc3ccc(OC)c(S(=O)(=O)N4CCOCC4)c3)sc2c1
 : -0.5%, -4.4%, i, 0.9%, i, i, 30.4%[activator], -0.4%, i, -1.2%, i
CC(C)c1cc(C(N)=O)c(NC(=O)C2CCC2)s1
 : 0.8%, -1.2%, i, -6.6%, ?, i, -3.2%, -1.6%, i, -0.8%, i
O=S(=O)(NCC1CCCO1)c1cc(Cl)ccc1Br (stereo unspecified)
 : 0.9%, 1.0%, ., -2.0%, ., ., -2.3%, 0.5%, ., 0.1%, .
C/C(=C\C(=O)O)CC(=O)O
 : ., ., i, ., i, i, ., ., i, ., i
CCC(CC)C(=O)Nc1cccc(C(=O)N2CCCC2)c1
 : -1.0%, -1.2%, i, 6.0%, i, i, 5.7%, -0.2%, i, -2.2%, i
COc1ccc2c(c1)c(C(=O)CN1CCN(C(=O)c3ccco3)CC1)c(C)n2C
 : -1.7%, -1.1%, i, 1.1%, i, i, 12.8%, -1.6%, i, 2.5%, i
Cc1ccc2c(c1)c(C)c(C)n2CC(O)CN1CCCCC1C (stereo unspecified)
 : 0.6%, -1.7%, ., ?, ., ., ., -0.4%, ., -0.9%, .
COC(=O)c1nc(NC(=O)C(C)(C)C)n[nH]1
 : -1.6%, 0.8%, i, -10.3%, i, i, -15.9%, -2.6%, i, -2.9%, i
O=C1C2CC=CCC2C(=O)N1c1nc2n(n1)C(c1ccccc1)CC(c1ccccc1)N2 (stereo unspecified)
 : 0.8%, -1.6%, i, -6.4%, i, i, 32.9%[activator], -1.7%, i, 0.0%, i
Cc1nonc1NC(=O)CSc1nnc(-c2ccoc2C)n1C
 : -0.3%, 0.2%, i, 10.0%, ?, i, -8.0%, -1.3%, i, -4.8%, i
Cc1ccccc1-n1c(SCc2ccccn2)nc2n[nH]c(C)c2c1=N
 : -0.6%, 0.7%, i, 10.0%, i, i, 35.1%[activator], -0.4%, i, 0.8%, i
CCOC(=O)c1ccc(N=Cc2nc3ccccc3n2C)cc1
 : -2.9%, -2.1%, ., -3.8%, ., ., -6.0%, -2.5%, ., -2.6%, .
CN1CCN(Cc2ccc(-c3ccc(Cl)cc3)o2)CC1
 : -1.6%, 1.1%, ., 21.3%, ., ., -4.6%, 0.0%, ., -1.1%, .
O=C(C1CC(c2ccc(F)cc2)=NO1)N1CCCCC1 (stereo unspecified)
 : ?, -18.7%, ?, 15.4%, i, i, 0.7%, 0.3%, i, -1.6%, ?
CCn1c(SCC(=O)NCC2CCCO2)nnc1-c1c[nH]c2ccccc12 (stereo unspecified)
 : 0.4%, 0.2%, ?, 3.7%, i, i, -1.2%, -0.9%, i, -4.1%, i
COc1ccc(C(O)CNc2ccc(C)cc2)cc1 (stereo unspecified)
 : 2.4%, -0.3%, i, -8.5%, ?, i, 0.0%, -2.5%, i, -1.5%, i
Cc1ccc(-c2c3c(=O)n(C)c(=O)n(C)c3cn2-c2ccccc2O)cc1
 : 0.5%, -0.3%, ?, 1.5%, i, i, 180.2%[activator], -0.5%, i, -2.3%, i
O=C(O)COc1ccc2occ(C(=O)c3ccccc3)c2c1
 : -0.4%, -4.2%, i, 7.0%, i, i, -11.2%, -1.8%, i, -2.7%, i
O=C(c1ccc(Br)s1)N1CCN(Cc2ccc3c(c2)OCO3)CC1
 : -2.5%, -0.3%, i, 64.0%, i, i, 11.8%, -2.9%, i, -0.3%, i
O=C(c1ccccc1)N(Cc1ccccc1)c1ccccn1
 : 0.2%, 0.5%, ., 20.6%[11.4 µM], ., ., 5.8%[7.66 µM], 2.0%, ., -0.1%, .

Next part; it opens with the 2 that closed the last part.
Under each structure: Caspase-1 inhib, Casp7 inh, A350 fluor, HEK293 cAMP cs, Fluorescein fluor, Rhodamine fluor, USP2a inh, BRCT inh red, TexasRed autofl, BRCT inh green, 4MU fluor
O=C(c1ccc(Br)s1)N1CCN(Cc2ccc3c(c2)OCO3)CC1
 : -2.5%, -0.3%, i, 64.0%, i, i, 11.8%, -2.9%, i, -0.3%, i
O=C(c1ccccc1)N(Cc1ccccc1)c1ccccn1
 : 0.2%, 0.5%, ., 20.6%[11.4 µM], ., ., 5.8%[7.66 µM], 2.0%, ., -0.1%, .
Cc1sc2ncn(CC(=O)OC(C)C(=O)NC(C)(C)C)c(=O)c2c1C (stereo unspecified)
 : -1.5%, 2.4%, i, 6.1%, i, i, 0.8%, -2.3%, i, 0.5%, i
CCOC(=O)N1CCN(C(=O)CN(c2cccc(C)c2)S(=O)(=O)c2ccccc2)CC1
 : 1.4%, 0.0%, ., -2.1%, ., ., 12.8%, -0.2%, ., -0.7%, .
COc1ccc(Cn2nnnc2C(c2ccccc2Cl)N2CCN(C)CC2)cc1 (stereo unspecified)
 : 0.4%, 1.0%, i, ?, ?, i, 1.5%, -1.3%, ?, -0.1%, i
CCOC(=O)Cc1c(C)nc2c(-c3cccc(Br)c3)c[nH]n2c1=O
 : -6.6%, -3.8%, ., -23.0%, ., ., 30.1%[activator], -1.1%, ., -1.1%, .
CCOc1ccc(-n2nnc3c(=O)n(CC(=O)N4CCCc5ccccc54)cnc32)cc1
 : -3.2%, -1.3%, ., 0.6%, ., ., ., 0.9%, ., 0.0%, .
CCN=C1SC(CC(=O)NC2CCCCC2)C(=O)N1CC (stereo unspecified)
 : -0.4%, 0.4%, i, 1.1%, i, i, 1.5%, 0.3%, i, -2.2%, i
C[C@H](NC(=O)Nc1ccc2c(c1)OCCO2)C(=O)O
 : -1.2%, 0.2%, i, 10.2%, ?, i, 1.2%, -0.7%, i, -2.7%, i
CN(CC(=O)O)Cc1c[nH]c2ccccc12
 : -3.0%[11.5 µM], 0.8%[11.5 µM], i, -1.5%[11.4 µM], i, i, ., -2.6%[15.4 µM], i, 1.7%[15.4 µM], i
O=C(CSc1nnc(-c2cccnc2)n1Cc1ccco1)N1c2ccccc2Sc2ccccc21
 : 3.4%, 1.5%, i, ?, ?, i, 29.5%, 10.5%, i, 9.6%, i
COc1ccc(CCC(=O)Nc2ccc(Br)cn2)cc1
 : -2.4%, -2.8%, ?, ?, i, i, 13.3%, 0.0%, i, -3.9%, ?
CC1(C)Cc2c(C#N)c(N3CCN(C(=O)c4ccco4)CC3)nc(-c3ccco3)c2CS1
 : ., ., 2.82e-08M*, ., ?, i, ., ., i, ., 2.41e-08M*
Cc1cc2c(N=O)c(NO)ccc2[nH]1
 : -4.2%, -8.1%, i, 4.6%, ?, i, 9.9%, 1.7%, i, -0.3%, i
CS(=O)(=O)N1CCC2(CC1)CN(Cc1nccs1)C2
 : -2.9%, -0.5%, i, -15.8%, i, i, 7.4%, 1.3%, i, -2.2%, i
COC(=O)c1ccccc1NC(=O)CNc1cc(Cl)ccc1N1CCOCC1
 : -7.4%, 0.8%, i, ?, i, i, 5.6%, -0.5%, i, -0.7%, i
Nc1nc(N)[n+]([O-])c(N)c1NCO
 : 3.5%[11.5 µM], 0.6%[11.5 µM], i, 0.2%[11.4 µM], i, i, ., -1.8%[15.4 µM], ?, 1.3%[15.4 µM], i
C=C(C)Cn1c(CCNC(=O)CCC)nc2ccccc21
 : 1.7%, 0.8%, i, 1.6%, i, i, -5.6%, -0.2%, i, -1.3%, i
O=C(c1csc2c1CCCCC2)N1CCN(c2ncccn2)CC1
 : 1.5%, -1.5%, i, 18.2%, ?, i, -6.7%, -1.2%, i, -2.4%, i
